Screening results deposited in PubChem BioAssay by several laboratories.
ASAP1 inh: inhibitors of human ASAP1 ArfGAP activity, primary screen, biochemical, fluorescence polarization; Arf-GAP with SH3 domain, ANK repeat and PH domain-containing protein 1 (Homo sapiens), …; ASAP1-stimulated ARF1 GTP hydrolysis, GDP FP detection; inhibition, % at 16.5 µM; hit rate 0.19% among 360,000; AID 624377, 2012; in the data active = inhibition above about 25%;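 also: 0% = vehicle with enzyme and substrate and 100% = no enzyme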
Target sequence (Q9ULH1 325-724 limits assumed): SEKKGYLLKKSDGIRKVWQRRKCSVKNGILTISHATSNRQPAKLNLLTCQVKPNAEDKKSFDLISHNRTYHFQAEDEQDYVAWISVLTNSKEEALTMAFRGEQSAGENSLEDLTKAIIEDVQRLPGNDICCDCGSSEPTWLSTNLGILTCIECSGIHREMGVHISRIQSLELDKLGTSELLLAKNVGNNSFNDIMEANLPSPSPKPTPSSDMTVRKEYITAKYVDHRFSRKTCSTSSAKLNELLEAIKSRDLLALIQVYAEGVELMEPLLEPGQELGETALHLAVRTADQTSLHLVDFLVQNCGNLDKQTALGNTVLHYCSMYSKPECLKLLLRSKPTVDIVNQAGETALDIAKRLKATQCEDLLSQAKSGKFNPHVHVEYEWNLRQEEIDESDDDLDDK
NPR2 activator: human GC-B receptor activators, primary screen, HEK293 GC-B cells, cGMP TR-FRET, EC30 CNP | Atrial natriuretic peptide receptor 2 (Homo sapiens), P20594 | hit rate 0.11% among 370,000 | AID 1920062, 2024 | 0% at EC30 CNP, 100% saturating CNP | activation, % at 10 µM;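 active = activation at 10 µM reaching about 35% in either raw or pattern-adjusted values, limit read from the data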
ARFGAP1 inhibitor: inhibitors of rat ARFGAP1 GAP activity, primary screen, biochemical, fluorescence polarization, GDP tracer | ADP-ribosylation factor GTPase-activating protein 1 (Rattus norvegicus), Q62848 | Arfgap1-stimulated ARF1 GTP hydrolysis, GDP FP detection | inhibition, % at 16.5 µM | hit rate 0.26% among 360,000;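 active = inhibition above a per-plate limit, mean inhibition of low control wells plus 3 SD, cut at about 25% in these data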;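 also: 0% = DMSO wells with enzyme and 100% = wells lacking Arfgap1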
Target sequence (Q62848 1-136 limits assumed): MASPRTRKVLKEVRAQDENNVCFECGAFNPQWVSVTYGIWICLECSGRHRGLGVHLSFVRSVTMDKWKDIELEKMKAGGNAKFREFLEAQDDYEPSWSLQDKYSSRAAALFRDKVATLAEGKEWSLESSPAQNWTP
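Material – truncated rat Arfgap1 GAP domain · Buffer or medium – HEPES-based buffer, pH 7.5 · Reagent – human ARF1(Δ1-17)-GTP substrate · Dosing – 16.5 µM single point, 1.26% DMSO · Schedule – GTP hydrolysis reaction 2 h at 25 °C · Technique – GDP detection by fluorescence polarization · Benchmarks – No-Arfgap1 wells (100%) versus DMSO full-reaction wells (0%) · Repeats – single replicate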
HTRA1 inhibitor: HTRA1 serine protease inhibitors, primary screen, biochemical, fluorescence polarization, HTS | AID 504803, 2011 | hit rate 0.5% among 340,000 | inhibition, % at 5.96 µM | recombinant HTRA1, FP-rhodamine activity-based probe | Q92743; in the data active = inhibition above about 36%;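 also: 0% = enzyme with DMSO and 100% = wells lacking enzyme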
NR1D1 modulator: modulators of Rev-erb alpha DNA binding, primary screen, biochemical, FITC-DNA, fluorescence polarization, uHTS; Rev-erbα–FITC-DNA binding, 90 min; activity, % at 10 µM; hit rate 0.79% among 370,000;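 active = activity above about 14%, limit read from the data; passing the limit was not always enough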;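 also: 0% = DMSO wells with 35 nM protein and 100% = DMSO wells with 750 nM protein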
SMARCA2 activ: SMARCA2 (BRM) function activators, primary screen, cell-based, luminescence, high throughput; MG213 cells, MMTV-luciferase reporter, dexamethasone, overnight; activation, % at 9.1 µM; hit rate 1% among 370,000; in the data active = activation above about 7.8%;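 also: 0% = vehicle wells and 100% = reference activator wells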
mABHD4 FP: ABHD4 inhibitors, primary screen, biochemical, fluorescence polarization, mouse | inhibition, % at 8.92 µM | hit rate 0.54% among 370,000 | AID 720543, 2013 | (Lyso)-N-acylphosphatidylethanolamine lipase (Mus musculus), Q8VD66 | purified mABHD4, FP-Rh probe fluorescence polarization;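 active = inhibition exceeding the mean over every tested compound plus 3 SD, cut at about 30% in these data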;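 also: 0% = plate median of compound wells and 100% = S159A mutant with DMSO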
Target sequence (Q8VD66 whole entry, looked up): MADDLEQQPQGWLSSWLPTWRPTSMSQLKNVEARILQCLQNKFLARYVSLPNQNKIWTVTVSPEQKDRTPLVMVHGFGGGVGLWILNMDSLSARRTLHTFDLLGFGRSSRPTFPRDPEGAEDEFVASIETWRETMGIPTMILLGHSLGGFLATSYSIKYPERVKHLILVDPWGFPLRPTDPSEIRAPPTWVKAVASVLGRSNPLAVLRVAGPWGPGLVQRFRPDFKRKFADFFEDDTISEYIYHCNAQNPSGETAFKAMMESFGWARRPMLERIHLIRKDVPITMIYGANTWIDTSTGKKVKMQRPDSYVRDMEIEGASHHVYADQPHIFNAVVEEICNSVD
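Test system: mouse ABHD4 enzyme, wild type. Reagent: FP-Rh fluorescent activity-based probe, added after compound pre-incubation. Timing: pre-incubation 45 min, probe exposure 60 min, at 25 °C. Technique: FP readout, ex 525 nm / em 598 nm. Benchmarks: high control S159A mutant with DMSO, low control median of compound wells.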
PG9 Ab binder: binders of HIV-1 gp120 antibody PG9, primary screen, biochemical, TR-FRET. hit rate 0.43% among 360,000. inhibition, % at 6.7 µM. TR-FRET gp120-PG9 antibody binding. AID 624416, 2012. HIV-1 gp120 / PG9 antibody interaction; in the data active = inhibition above about 8.5%
NPR1 activator: GC-A stimulated cGMP production enhancers – HEK293 GC-A cells, cGMP TR-FRET, EC30 ANP, primary screen; Atrial natriuretic peptide receptor 1 (Homo sapiens), P16066; hit rate 0.14% among 370,000; activation, % at 10 µM; 0% at EC30 ANP, 100% saturating ANP; in the data active = activation above about 40%
rCAG RNA binder: binders of r(CAG) RNA repeats, primary screen, biochemical, fluorescence; r(CAG) RNA repeat, TO-PRO-1 dye displacement fluorescence; inhibition, % at 3 µM; hit rate 1.3% among 370,000;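 active = inhibition above the plate cutoff, the mean of all test compounds on that plate plus 3 SD, cut at about 35% in these data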;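 also: 0% = DMSO alone and 100% = 100 µM mitoxantrone as full dye displacement; higher means more dye released from RNA so lower well fluorescence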
An asterisk follows results filed as active; . = not tested or not shown.

SMILES	ASAP1 inh	NPR2 activator	ARFGAP1 inhibitor	HTRA1 inhibitor	NR1D1 modulator	SMARCA2 activ	mABHD4 FP	PG9 Ab binder	NPR1 activator	rCAG RNA binder
CCOC(=O)C1(C)CCCCCN1C(=O)c1ccc(Cl)nc1 (configuration not stated)	-9	-1	12	.	-7	4	5	0.2	4	0
CCCC[n+]1c(C)sc2cc(OC)ccc21	10	0	3	-5	1	0	4	-1.4	0	-4
CCOC(=O)C1(Cc2cccc(F)c2)CCN(C(=O)C2CCC2)CC1	-1	-2	12	-3	-1	-1	0	0.5	-1	-9
CCCOc1ccc(NCC(=O)Nc2ccc(C)cc2C)cc1	0	1	-3	7	-1	0	2	0.2	-1	1
Cc1cc(-c2[nH]nc3c2C(c2ccsc2)C(C#N)=C(N)O3)c(C)s1 (configuration not stated)	9	-6	-11	1	6	-1	13	-2.3	3	17
O=C1N(Cc2ccccc2)c2ccccc2C12OCCO2	-7	-5	-1	8	4	0	-6	1.0	-20	-7
O=C(O)CC/C(=C\c1ccccc1[N+](=O)[O-])c1nc2ccccc2s1	3	0	7	4	-2	-2	-1	0.1	4	19
O/N=C(/Cc1ccccn1)c1ccccc1	-4	-1	-10	6	-2	0	-2	-1.8	1	0
OC(CCN1CCCCC1)c1ccc(-c2ccccc2)cc1 (configuration not stated)	5	3	16	2	-2	-2	7	1.4	2	0
CCOc1ccccc1-c1cc(-c2ccccc2)nc2c1c(=O)n(C)c(=O)n2C	0	-6	2	4	18	-3	2	0.8	-5	0
Cc1cc(C(=O)COC(=O)/C=C/c2ccc(F)cc2)c(C)n1C	22	-2	5	1	-1	1	-2	-0.6	-1	2
CCN(CC)c1ccc(C(=C2C=CC(=[N+](CC)CC)C=C2)c2ccc(N(CC)CC)cc2)cc1	18	-66	36*	83*	-19	-9	110*	-128	-251	22
CN(C1CCCCC1)S(=O)(=O)c1cccc2nsnc12	-3	0	-9	1	-7	1	-2	-1.0	2	-4
COc1ccc(NC(=O)c2nc(C)c(C3(C)CC(c4cccnc4)=NO3)s2)cc1 (configuration not stated)	3	-2	-4	-14	0	-3	-14	-0.1	-2	5
Cc1ccc(C)c(OCC(=O)N(Cc2nnc(-c3ccccc3Cl)o2)C2CC2)c1	7	0	3	-12	-4	-1	-2	0.4	-7	-10
O=C(Cn1cnc2ccccc2c1=O)c1ccc2ccccc2c1	-11	-10	6	-9	6	0	3	-0.2	-7	2
O=C(Cc1ccc(F)cc1)Nc1nnc(-c2ccc(F)cc2)o1	-3	0	15	3	-3	-2	1	-1.8	-2	3
Cc1cc(-c2ccc(C(C)C)c(S(=O)(=O)N3CC(=O)Nc4ccccc43)c2)on1	6	3	3	-24	5	-1	10	1.6	-3	0
CC(C)c1ccccc1NC(=O)CN1C(=O)c2ccccc2C1=O	4	5	6	4	1	-1	-4	-0.4	2	-4
O=C(C[n+]1ccccc1)Nc1ccccc1C(=O)O	1	-8	-8	0	6	-1	-3	-1.9	1	1
CCn1cc(C(=O)N[C@@H](CCSC)C(=O)NCCCOC)c(=O)c2cc3c(cc21)OCO3	-3	4	3	-1	-4	-3	1	-0.2	-2	-6
COc1ccccc1N1CCN(C(=O)c2cc(C)oc2C)CC1	-2	2	4	4	2	-2	-1	-1.6	1	-4
O=C1CCCC2=C1[C@@]1(O[C@H]3C=CC=CN23)C(=O)N(c2ccccc2)c2ccccc21	-8	-3	6	.	-11	3	0	1.2	1	7
COc1ccc(NC(=O)[C@@H]2CCCN2C(=O)[C@@H]2Cc3ccccc3CN2C(=O)OC(C)(C)C)cc1	-1	5	-5	-3	1	-1	-9	-0.3	2	-4
CCCCCNC(=O)c1ccc(NS(=O)(=O)c2ccc3[nH]c(=O)[nH]c3c2)cc1	-7	3	-6	-7	-2	-2	-1	0.1	0	2
OC(c1ccccc1)(c1nc(-c2csc3ccccc23)cs1)C(F)(F)F (configuration not stated)	19	-3	12	.	7	3	-37	-2.2	-4	4
O=C(CNC(=O)c1ccc(Br)o1)NCc1ccc(Cl)cc1	8	0	3	-2	2	0	-2	2.1	-1	0
CCC(C)(C)n1nnnc1C(c1cc2ccc(C)cc2[nH]c1=O)N(Cc1cccnc1)Cc1ccco1 (configuration not stated)	8	-2	0	-12	-3	-3	-5	2.6	3	0
COCCN1C(=O)Cc2c1nc(N)c1c(N)nc(N3CCN(c4ccc(F)cc4)CC3)c(C#N)c21	1	7	3	14	-2	-1	16	-1.6	2	38*
C/C(=N/Nc1ccccc1C(=O)O)c1cccs1	3	-2	2	1	-2	3	2	-3.2	2	20
C/C(=N\NC(=O)c1cc(-c2cccnc2)nc2ccccc12)c1ccc(O)cc1O	13	-4	-4	6	2	-3	13	-2.8	-2	12
C[C@@H]1CN([C@@H](C)CO)C(=O)c2cccc(NC(=O)c3ccncc3)c2O[C@@H]1CN(C)Cc1ccc(-c2ccccc2)cc1	6	2	3	-3	1	-1	-11	0.3	1	1
CC(=O)Nc1ccc(S(=O)(=O)Nc2nc3ccccc3nc2Nc2ccc(N)cc2)cc1	9	-4	2	15	1	-3	40*	-6.9	-2	42*
CC1CCCCC1NC(=O)CSc1nnc(CNC(=O)c2ccccc2)n1C (configuration not stated)	6	0	6	-1	3	0	-1	0.1	-4	-4
Cn1c(=O)cc(SCC(=O)N2CCN(C(=O)c3ccco3)CC2)c2ccccc21	-12	-4	14	1	-3	-3	4	4.6	3	-3
CN(C)c1oc(-c2ccc(OCc3ccccc3)cc2)nc1C#N	13	-6	-12	-8	-9	1	2	1.8	-4	1
CC1(C)CC(=O)C(C(c2cccc([N+](=O)[O-])c2)C2C(=O)CC(C)(C)CC2=O)C(=O)C1	-9	-2	4	-4	5	0	-2	-2.4	1	3
COc1cccc(/C=C/C(=O)N2CCN(c3n[nH]c(=O)[nH]c3=O)CC2)c1OC	2	-1	-13	1	4	0	-8	-2.2	5	-3
O=Cc1[nH]c2ccccc2c1N(C(=O)CCl)c1ccccc1	-5	-5	-6	-3	1	-2	-15	2.0	-3	1
Cc1ccc(S(C)(=O)=NC(=O)NC(=O)c2c(Cl)cccc2Cl)cc1 (configuration not stated)	8	2	13	4	2	-2	4	0.3	-3	0
COc1ccc(CNC(=O)CNC(C)c2ccc(F)cc2)cc1 (configuration not stated)	0	-1	-11	2	-4	1	11	-1.6	-7	-3
O=C(/C=C/c1ccccc1)NNC(=O)c1cccnc1	-25	3	1	6	-4	-2	4	0.4	-2	1
Cc1ccc(NC(=O)COC(=O)Cc2c[nH]c3ccccc23)cc1F	17	-4	11	-16	-2	2	-2	0.7	0	5
CCOC(=O)c1ccc(-c2nnc(-c3ccc(Cl)cc3Cl)o2)cc1	1	2	3	3	-5	0	-2	-0.1	1	-1
COc1cc2c(cc1OC)CN(C(=O)c1nn(Cc3ccccc3)c(=O)c3ccccc13)CC2	-5	4	-2	-7	-2	2	-5	-2.4	0	-2
COc1ccc(-c2nc3c(C(=O)NCCN(C)C)cccc3c3ccccc23)cc1	-9	-11	-6	-25	-4	12*	1	-1.0	-23	9
Cc1c(NC(=O)C23CC4CC(CC(Br)(C4)C2)C3)c(=O)n(-c2ccccc2)n1C	-3	-6	13	5	-5	-4	0	-1.1	1	-3
O=C1Nc2cc(C(F)(F)F)ccc2N2CCCCC12 (configuration not stated)	4	2	0	0	1	-1	-9	0.8	-2	-1

Looked up by structure from the entries so far:
SMILES	ASAP1 inh	NPR2 activator	ARFGAP1 inhibitor	HTRA1 inhibitor	NR1D1 modulator	SMARCA2 activ	mABHD4 FP	PG9 Ab binder	NPR1 activator	rCAG RNA binder
CCOc1ccccc1-c1cc(-c2ccccc2)nc2c1c(=O)n(C)c(=O)n2C	0	-6	2	4	18	-3	2	0.8	-5	0
OC(CCN1CCCCC1)c1ccc(-c2ccccc2)cc1 (configuration not stated)	5	3	16	2	-2	-2	7	1.4	2	0
Cc1cc(-c2[nH]nc3c2C(c2ccsc2)C(C#N)=C(N)O3)c(C)s1 (configuration not stated)	9	-6	-11	1	6	-1	13	-2.3	3	17
COc1ccc(NC(=O)c2nc(C)c(C3(C)CC(c4cccnc4)=NO3)s2)cc1 (configuration not stated)	3	-2	-4	-14	0	-3	-14	-0.1	-2	5
Cn1c(=O)cc(SCC(=O)N2CCN(C(=O)c3ccco3)CC2)c2ccccc21	-12	-4	14	1	-3	-3	4	4.6	3	-3

(further entries)
SMILES	ASAP1 inh	NPR2 activator	ARFGAP1 inhibitor	HTRA1 inhibitor	NR1D1 modulator	SMARCA2 activ	mABHD4 FP	PG9 Ab binder	NPR1 activator	rCAG RNA binder
CCOC(=O)CCCn1c(C)nc(=O)c(-c2ccccc2)c1C	1	-1	1	-3	-4	1	1	-1.8	2	3
CCOC(=O)c1ccc(NC(=S)N2CCCC2)cc1	6	0	9	-1	-7	5	0	-0.4	-4	0
CCCc1ccc2oc(C(=O)N3CCC(C(N)=O)(N4CCCCC4)CC3)c(C)c2c1	-3	2	-5	2	-1	7	0	-1.9	0	-2
CN1CCCc2cc(C=O)ccc21	-4	-2	3	3	-6	0	1	-2.7	5	3
CCOc1cccc(-c2nnc3sc(-c4cccs4)nn23)c1	-1	14	-4	-5	29*	2	0	1.0	13	2
CN(CC(=O)Nc1ccccc1Br)C(=O)CCCSc1nc2ccccc2[nH]1	1	-6	6	-7	-2	-3	-12	1.6	-15	1
CC(C)Oc1cc2ccccc2cc1CNC[C@H]1O[C@@H](n2cnc3c(N)ncnc32)[C@H](O)[C@@H]1O	-3	-1	3	1	3	0	4	-2.1	1	0
COc1cc(NC(=O)COc2cc3oc(=O)cc(C)c3cc2Cl)cc(OC)c1OC	6	4	1	1	-8	-5	0	-0.6	8	0
CCOc1ccc(CCNC(=O)c2ccc3c(=O)[nH]c4c(C(=O)NC(C)C)sc(=S)n4c3c2)cc1	-10	-1	4	7	6	-2	22	-1.8	-9	14
COc1ccc(C(C(=O)NC2CCCC2)N(C(=O)c2ccco2)c2cccc(C(C)=O)c2)cc1OC (configuration not stated)	4	3	-3	2	1	-3	2	0.8	-6	4
Cc1ccnc(NS(=O)(=O)c2cccc([N+](=O)[O-])c2)c1	7	2	0	0	2	-1	-2	-1.8	3	1
CCc1cc2c(=O)c(-c3nc4ccccc4n3C)coc2c(CN2CCCCC2C)c1O (configuration not stated)	-8	3	11	-2	-2	-4	0	-1.5	0	2
CC(CN1CCCCC1)NC(=O)c1scnc1-c1ccccc1 (configuration not stated)	1	3	-7	.	1	-4	-3	-1.3	0	1
Nc1cc2c(cc1Br)[nH]c(=O)c1ccccc12	-3	1	14	28	13	-6	31*	-2.0	0	13
